TCR activator = activators of T cell receptors | primary human leukocytes, anti-CD3, IL-2 HTRF, 48 h | AID 504894 | Potency, µM (top dose mostly 9.22 µM), inactives show at the highest dose activation of IL-2 secretion, usual class: activators | 330,000 tested, under 10 active; note: % of control where 0% means no effect
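Activity was scored as IL-2 release from primary human leukocytes given only a TCR signal (a-CD3 beads) plus compound for 48 hr. Detection used a two-antibody HTRF format read at 665nm.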
MLL CXXC-DNA inh = blocks binding of human MLL CXXC domain to DNA | MLL-CXXC / FITC-HOXA9 DNA fluorescence polarization | Potency, µM (titrated, usually from 115 µM), without a hit: top-dose activity change, negative = inhibition, actives largely listed as inhibitors | actives 0.037% (n = 290,000) | AID 2662 | Q03164; active = well fitted inhibition curve with a large enough effect in the polarisation, with a control signal flat, not every such curve was filed as active; inconclusive = small, poorly fitted or top-dose-only effect, or effect the other way, or a change in a side signal; inactive = no such curve, though single readings can be large or run the other way; the % refers to the polarisation; note: potency is the fitted concentration of half-maximal effect
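Steps: dispense CXXC domain solution (7 uM) → pin compounds or unlabeled HOX-A9 DNA control → 5 min ambient → add FLSN-HOX-A9 solution (50 nM) → spin → 30 min ambient → fluorescence polarization. Tris pH 7.5/NaCl/DTT/BSA buffer.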
a7 integrin act = activates integrin-mediated alleviation for muscular dystrophy; alpha7betagal myoblasts, beta-gal FDG fluorescence, 48 h; Potency, µM (series often up to 38.3 µM), without a hit: top-dose activation, actives largely listed as activators; actives 0.064% (n = 350,000); AID 624291;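 note: potency is the fitted concentration of half-maximal effect; 100% = response of the positive control SU9516; nearly all actives have a fitted effect of over 60% in size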
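alpha7betagal+/- myoblasts (passage 13, 250/well) treated 48 h at 37C with compounds at 1:260 dilution of DMSO stock. Lysed, then beta-galactosidase activity read as FDG fluorescence (ex 480/em 540) after 30 min, with pre-read for autofluorescence.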
A-T KAP1 phos = potential ataxia-telangiectasia treatments restoring KAP-1 phosphorylation; […] A-T fibroblasts, KAP-1 phosphorylation AlphaLISA; neocarzinostatin DNA damage 30 min before lysis; Potency, µM (top dose mostly 57.5 µM), without a hit: top-dose activation, hits mostly activators; actives 0.19% (n = 320,000); AID 485349; note: potency is the fitted concentration of half-maximal effect; % of control where 0% means no effect; nearly all actives have a fitted effect of over 45% in size
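ATM-like activity read as KAP-1 phosphorylation via AlphaLISA donor/acceptor antibody pairs after lysis and 6 hr at 25C. Cells were ATM-null patient fibroblasts ([…], hTERT), dosed 60 min, then exposed to the DSB inducer NCS for 30 min.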
MBNL1 CUG block = inhibitors of human MBNL1 binding to CUG repeat RNA. Q9NR56. TR-FRET MBNL1-His/biotin-(CUG)12 binding, 665/545 ratio. Potency, µM (series often up to 57.5 µM), inactives show top-dose activity change, negative = inhibition, actives largely listed as inhibitors. actives 0.036% (n = 280,000). AID 2675; active = well fitted inhibition curve with a large enough effect in the signal ratio, with a control signal flat, not every such curve was filed as active; inconclusive = small, poorly fitted or top-dose-only effect, or effect the other way, or a change in a side signal; inactive = no such curve, though single readings can be large or run the other way; the % refers to the signal ratio; note: potency is the fitted concentration of half-maximal effect; % is set by controls: 0 for no effect and ±100 for the full control effect
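Compound titration spanned 92 nM–58 uM against the MBNL1-His/biotin-(CUG)12 complex. After 60 min at room temperature with 5 nM streptavidin-XL665 and 0.055 ng/ul terbium anti-His, ratiometric 665/545 nm emission (Ex 340 nm) normalized to controls.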
TSG101-PTAP inh = blocks PTAP/TSG101 interaction to inhibit HIV-1 budding; Q99816; Fluorescence polarization, FITC-PTAP peptide / Tsg101 binding; Potency, µM (doses to about 115 µM), without a hit: at the highest dose activity change, negative = inhibition, most hits filed as inhibitors; 340,000 tested, under 10 active; active = well fitted inhibition curve with a large enough effect in the main read-out, with a control signal flat, not every such curve was filed as active; inconclusive = small, poorly fitted or top-dose-only effect, or effect the other way, or a change in a side signal; inactive = no such curve, though single readings can be large or run the other way; note: potency is the fitted concentration of half-maximal effect; % of control where 0% means no effect
Target sequence (Q99816 whole entry, looked up): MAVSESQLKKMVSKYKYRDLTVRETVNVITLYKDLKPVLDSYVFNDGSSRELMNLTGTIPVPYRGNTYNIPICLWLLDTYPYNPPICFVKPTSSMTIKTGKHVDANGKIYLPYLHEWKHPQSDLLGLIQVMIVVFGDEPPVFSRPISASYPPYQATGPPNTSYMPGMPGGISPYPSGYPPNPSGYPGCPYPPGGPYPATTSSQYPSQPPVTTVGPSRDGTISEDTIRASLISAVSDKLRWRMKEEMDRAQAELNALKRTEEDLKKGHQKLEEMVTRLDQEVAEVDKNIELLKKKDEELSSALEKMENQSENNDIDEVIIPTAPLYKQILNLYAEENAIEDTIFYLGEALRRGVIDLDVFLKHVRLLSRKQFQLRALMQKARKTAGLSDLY
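Fluorescence anisotropy tracks displacement of a FITC-tagged PTAP peptide (50 nM) from the Tsg101 binding domain (10 uM), following a 20 min room-temperature incubation at pH 7.5.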
Mito fusion act = inhibitors of mitochondrial division or activators of mitochondrial fusion; S. cerevisiae fusion-defective mutant growth rescue, CellTiterGlo 48 h; Potency, µM (titrated, usually from 46.1 µM), for the others: at the highest dose growth rescue (activation), hits mostly activators; actives 0.23% (n = 320,000);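 note: potency is the fitted concentration of half-maximal effect; % of control where 0% means no effect; nearly all actives have a fitted effect of over 45% in size; temperature-sensitive fusion mutants such as fzo1-1 at 37 °C on non-fermentable ethanol glycerol medium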
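Read-out: ATP-based luminescence (CellTiterGlo, 10 min ambient) reporting growth of fusion-defective ts yeast after 48 hours at 37C on glycerol/ethanol YPEG medium in the presence of compound.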
S-ASM inh = blocks human secretory acid sphingomyelinase | actives 0.006% (n = 340,000) | Potency, µM (series often up to 57.5 µM), inactives show top-dose activity change, negative = inhibition, most hits filed as inhibitors | placental ASM, HMU-PC fluorogenic substrate, 60 min; note: potency is the fitted concentration of half-maximal effect
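Fluorogenic HMU-PC substrate (9 uM final) is turned over by placental ASM in 60 min at 37 C after a 10 min compound preincubation. Reaction ended by alkaline stop (pH 10), with fluorescence read at 386/447 nm.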
Menin MLL FP TR = displaces Texas Red mutant MLL peptide from human menin; Menin + Texas Red MLL mutant peptide, fluorescence polarization; actives 0.23% (n = 270,000); Potency, µM (highest dose often 61.6 µM), inactives show top-dose FP activity change, negative = inhibition, usual class: inhibitors; active = well fitted inhibition curve with a large enough effect in the polarisation, with a control signal flat, not every such curve was filed as active; inconclusive = small, poorly fitted or top-dose-only effect, or effect the other way, or a change in a side signal; inactive = no such curve, though single readings can be large or run the other way; the % refers to the polarisation; note: potency is the fitted concentration of half-maximal effect; % of control where 0% means no effect; many of its hits are not listed in these tables
Target sequence (O00255 whole entry, looked up): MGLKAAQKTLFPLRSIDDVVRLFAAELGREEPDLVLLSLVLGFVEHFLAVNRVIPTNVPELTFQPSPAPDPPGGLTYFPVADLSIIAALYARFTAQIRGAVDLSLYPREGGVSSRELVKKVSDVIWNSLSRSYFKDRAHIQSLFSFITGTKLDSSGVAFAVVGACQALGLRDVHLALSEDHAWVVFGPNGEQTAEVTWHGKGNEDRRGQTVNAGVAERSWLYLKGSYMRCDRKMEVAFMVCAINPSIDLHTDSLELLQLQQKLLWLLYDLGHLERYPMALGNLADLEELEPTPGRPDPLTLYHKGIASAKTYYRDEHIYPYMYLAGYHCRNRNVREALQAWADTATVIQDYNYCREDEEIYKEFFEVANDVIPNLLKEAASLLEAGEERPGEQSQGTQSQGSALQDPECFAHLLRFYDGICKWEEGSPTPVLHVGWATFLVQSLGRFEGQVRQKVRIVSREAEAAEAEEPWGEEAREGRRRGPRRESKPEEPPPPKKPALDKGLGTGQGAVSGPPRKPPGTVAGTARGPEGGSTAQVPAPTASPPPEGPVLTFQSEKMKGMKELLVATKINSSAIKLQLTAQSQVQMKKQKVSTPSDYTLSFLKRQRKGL
TSHR antagonist = human thyrotropin receptor antagonism; TSHR-expressing cells, TSH-stimulated cAMP HTRF, 2 h; active compounds read low; activity change, negative = inhibition, % at 11.5 µM; actives 0.2% (n = 330,000);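 active = activity change below a set negative limit, meaning inhibition stronger than a set level, cut at about -70% in these data; inconclusive = activity change between two set negative limits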; note: % is set by controls: 0 for no effect and ±100 for the full control effect
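TSHR-expressing cells were treated with compounds, then stimulated with TSH at EC80 (4nM final) for 2 hours at 37 deg C. Cellular cAMP was measured by HTRF competition between lysate cAMP and cAMP-d2 for a cryptate-labelled anti-cAMP antibody.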
* = called active by the depositor; ? = inconclusive; . = not tested or not shown; [ ] = dose if it differs, or a comment. Unless noted, calls come from the whole dose curve; as a rule, active = well fitted curve in the direction sought with a large enough effect; inconclusive = small, poorly fitted or top-dose-only effect, or another doubt; inactive = no such curve, though single readings can be large; an effect the other way counts as inactive or inconclusive. Only part of the results is shown (hit frequency here may not be typical).

SMILES	TCR activator	MLL CXXC-DNA inh	a7 integrin act	A-T KAP1 phos	MBNL1 CUG block	TSG101-PTAP inh	Mito fusion act	S-ASM inh	Menin MLL FP TR	TSHR antagonist
COc1cc(OC)c2c(=O)c(OC)c(-c3ccc(OC)c(OC)c3)oc2c1	-4%	-6%	-5%	-1%	?	-3%	-3%	.	?	-5
Cc1cc2n(n1)C(c1ccccc1Cl)Nc1ccccc1-2 (stereo not drawn)	13%	-4%	-2%[7.66 µM]	0%	-7%	-3%	-1%	-3%	1%	-14
O=C(OCC(O)C(O)COC(=O)c1ccccc1)c1ccccc1 (stereo not drawn)	-7%	7%	-1%	3%	6%	-3%	6%	-5%	0%	12
COc1ccc(-c2noc(C3CCCN(C(=O)Nc4ccccc4F)C3)n2)cc1 (stereo not drawn)	7%	-2%	-8%	2%	-8%	-1%	10%	-7%	-12%	-15
COC(CNC(=O)c1cccc2c1C(=O)N(Cc1cccnc1)C2)OC	0%	2%	-2%	.	-2%	-7%	0%	3%	0%	14
C=CCOC(=O)C1=C(C)OC(N)=C(C#N)C1c1ccc(OC)c(CSc2ccccn2)c1 (stereo not drawn)	2%[46.1 µM]	5%	14%	12%	1%	2%	6%	7%	10%	-3
O=C(Cc1ccccc1)Nc1ccc(N2CCCCC2)cc1	2%	0%	0%	-1%	4%	-6%	4%	-1%	-3%	2
CCCCNS(=O)(=O)c1ccc(NC(=O)Cc2ccccc2[N+](=O)[O-])cc1	5%	-9%	-8%	-8%	1%	-2%	-3%	-5%	-2%	29
Cc1c(/C=N/NC(=O)c2sc3ccccc3c2Cl)cnn1C	-20%	8%	11%	2%	12%	-5%	0%	-2%	-1%	-4
Cc1ccc(C(=O)N/C(=C/c2cccs2)C(=O)N2CCCCCC2)cc1	4%	-1%	0%	3%	11%	-5%	-2%	-2%	1%	31
CC(C(=O)O)N1c2cccc3cccc(c23)S1(=O)=O (stereo not drawn)	-3%	-4%	3%	-1%	25%	-1%	2%	96%[activator]	-1%	10
CCOC(=O)c1sc(NC(=O)CSc2ccccn2)c(C#N)c1C	-5%	-7%	2%	.	2%	-1%	0%	1%	-3%	.
Cc1csc2c(N3CCN(C(=O)Nc4ccccc4)CC3)ncnc12	3%	-1%	-3%	-2%	3%	-1%	-6%	2%	.	-11
COc1ccc(-n2ncc3c(NCc4ccco4)ncnc32)cc1	-5%	9%	-15%	1%	7%	-5%	8%	1%	5%	2
COc1cccc(C(=O)NC(C)c2cccc3ccccc23)c1OC (stereo not drawn)	-23%	-2%	17%	4%	4%	0%	?	-2%	?	-2
CCCn1c(C)cc(C(=O)COC(=O)c2ccc[nH]c2=O)c1C	4%[46.1 µM]	7%	6%	-4%	-21%	-5%	?	-1%	-14%	13
COc1ccc(/C=C/C(=O)N[C@H](C(=O)O)C(C)C)cc1	-73%	0%	11%	-5%	5%	-1%	4%	-5%	24%	11
O=C(NCCS(=O)(=O)N1CCCCCC1)c1ccc(F)cc1	1%	.	-3%	4%	.	-7%	-2%	4%	.	13
CCCNC(=O)C(=O)N/N=C/c1cccs1	10%[46.1 µM]	14%	24%	1%	?	-6%	0%	2%	-14%	-2
CCc1nc2ccccc2c(C(=O)OCC(=O)NC(=O)c2cccn2C)c1C	1%	24%	2%	2%	-15%	1%	-3%	-2%	.	-2
S=c1[nH]nc(COc2ccccc2)n1Cc1ccccc1	0%[46.1 µM]	0%	14%	8%	-8%	-6%	12%	1%	-7%	2
Cc1c(Cl)cccc1NC(=S)N(CCN(C)C)C(C)c1ccco1 (stereo not drawn)	4%	11%	-36%	0%	-3%	-5%	-5%	-1%	.	4
O=C(Nc1nc2cc3c(cc2s1)OCO3)c1ccc(N2C(=O)CCC2=O)cc1	-1%	6%	?	-7%	138%[activator]	-5%	2%	32%	.	-14
Cc1cccc(NC(=O)CC2c3ccccc3Oc3ccccc32)c1	2%[46.1 µM]	6%	-14%	7%	-3%	-1%	7%	2%	20%	-24
COc1ccc(NC(=O)NCCN2CCc3ccccc3C2)cc1	-4%	-2%	-11%	.	-5%	-1%	-1%	3%	6%	-2
Cc1ccc(NC(=S)NCCc2c[nH]c3ccccc23)c(C)c1	-3%	11%	?	4%	-16%	-10%	?	-8%	.	-16
CC(C)(O)C#Cc1ccc(C(=O)NCCC(=O)O)s1	3%	34%[activator]	-19%	-3%	-1%	-9%	7%	1%	1%	14
O=C(Nc1ccc(NC(=S)NC(=O)c2ccccc2F)cc1)c1cccs1	7%	0%	-19%	-1%	-8%	0%	23%	-9%	?	-8
CCCCCSc1nnc2c(n1)OC(C)N(C(C)=O)c1ccccc1-2 (stereo not drawn)	0%	-12%	4%	-5%	?	-3%	2%	17%	-9%	15
Nc1nc(N2CCCCC2)nc(N(c2ccccc2)c2ccccc2)n1	7%	3%	-1%	-2%	-1%	1%	2%	-2%	0%	1
O=C(/C=C/c1ccccc1)N/C(=C/c1ccccc1)C(=O)NCCCO	4%[46.1 µM]	-5%	4%	-4%	-8%	-2%	-4%	0%	12%	22
O=C(CCC(=O)N1CCCCC1)Nc1nnc(C2CCCCC2)s1	-2%	9%	-2%	2%	-1%	-4%	-4%	8%	.	2
CCn1nc(C)c(CNC(=O)Nc2ccccc2C(=O)OC)c1C	.	4%	7%	-4%	-6%	-1%	-5%	0%	-2%	1
Cc1ccnc(NC(=O)C23CC4CC(CC(C4)C2)C3)c1	.	15%	-7%[7.66 µM]	1%	13%	-5%	25%	5%	-10%	-15
CC1(C)NC(=O)N(CCCSc2ccc(Cl)cc2)C1=O	.	9%	10%[7.66 µM]	8%	1%	-1%	-1%	3%	-1%	-16
COc1ccc(S(=O)(=O)N2Cc3ccccc3CC2C(=O)Nc2nccs2)cc1OC (stereo not drawn)	-3%	-8%	8%	-2%	-10%	2%	1%	-8%	-24%	-5
O=C(Nc1cccn2ncnc12)c1ccccc1	2%	-7%	13%	-3%	3%	-7%	3%	4%	-6%	7
O=C1C2C(C(=O)N1/N=C/c1cc([N+](=O)[O-])c(O)cc1O)C1C=CC2C12CC2 (stereo not drawn)	5%	-2%	-23%	2%	?	-5%	-6%	-1%	56%[activator]	-16
O=[N+]([O-])c1ccc(CSc2nnc(SCc3ccc(Cl)cc3)s2)cc1	-19%[46.1 µM]	9%	-47%	5%	-2%	-5%	0%	4%	7%	-30
COc1ccc(C2=CC(=O)C[C@H](c3ccc4c(c3)OCO4)C2)cc1	-1%	.	-7%	3%	.	-3%	?	-8%	.	2
COc1ccc(NC(=O)C2CCN(S(=O)(=O)c3cccc4nonc34)CC2)cc1	-7%	-1%	14%	-3%	23%	-4%	-2%	-4%	9%	-12
COC(=O)C(=Cc1ccc(OCc2ccc([N+](=O)[O-])cc2)c(OC)c1)C(=O)OC	-2%	0%	-55%[inhibitor]	-6%	12%	-2%	-4%	-2%	7%	-31
O=C(O)CNC(=O)/C(=C/c1cccc([N+](=O)[O-])c1)NC(=O)c1ccco1	2%[46.1 µM]	-1%	31%	-5%	?	-10%	-2%	6%	-5%	1
Cn1c(CO)cnc1S(=O)(=O)Cc1ccc(Cl)cc1	3%	12%	24%	-2%	-2%	0%	-5%	-2%	-15%	4
CCCCN(C)S(=O)(=O)c1ccc(C(=O)Nc2nnc(-c3cccs3)o2)cc1	.	?	.	-3%	1%	.	6%	.	?	-9
Cc1cnc(N2C(=O)c3ccc([N+](=O)[O-])cc3C2=O)s1	-2%	26%	5%	1%	?	-1%	?	4%	21%	-8
CCOc1ccc(NC(=O)CN2CCN(S(=O)(=O)c3ccc(Cl)cc3)CC2)cc1	-4%	-1%	0%	2%	-9%	0%	2%	-3%	.	63
C=CCNC1=C(Cl)C(=O)c2ccccc2C1=O	-1%[46.1 µM]	?	-64%[inhibitor]	1%	?	-5%	-3%	-6%	0%	16
Cc1cc(=O)oc2c3c(cc(OCC(=O)NCc4ccncc4)c12)OC(C)(C)CC3	-1%	-7%	?	8%	-6%	-5%	7%	25%	?	-19
CN(C)CCCN(C(=O)C1COc2ccccc2O1)c1nc2ccc(F)cc2s1 (stereo not drawn)	-2%	7%	-12%	4%	?	1%	-3%	-1%	-5%	2

Bioassay records deposited in PubChem by National Center for Advancing Translational Sciences (NCATS).
